NR2E3 ag-1: human photoreceptor-specific nuclear receptor agonism. CHO-S Gal4-NCOR/VP16-NR2E3 two-hybrid, luciferase. inhibition of corepressor binding, % at 3.98 µM. hit rate 0.35% among 360,000. AID 602229;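 active = inhibition above the mean of all tested compounds plus 3 SD, cut at about 70% in these data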;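 also: 0% = DMSO with NR2E3 transfected cells and 100% = cells lacking NR2E3 construct; higher means lower luciferase signal from less NR2E3 corepressor binding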
Target sequence (Q9Y5X4 whole entry, looked up, the tested form may be a part): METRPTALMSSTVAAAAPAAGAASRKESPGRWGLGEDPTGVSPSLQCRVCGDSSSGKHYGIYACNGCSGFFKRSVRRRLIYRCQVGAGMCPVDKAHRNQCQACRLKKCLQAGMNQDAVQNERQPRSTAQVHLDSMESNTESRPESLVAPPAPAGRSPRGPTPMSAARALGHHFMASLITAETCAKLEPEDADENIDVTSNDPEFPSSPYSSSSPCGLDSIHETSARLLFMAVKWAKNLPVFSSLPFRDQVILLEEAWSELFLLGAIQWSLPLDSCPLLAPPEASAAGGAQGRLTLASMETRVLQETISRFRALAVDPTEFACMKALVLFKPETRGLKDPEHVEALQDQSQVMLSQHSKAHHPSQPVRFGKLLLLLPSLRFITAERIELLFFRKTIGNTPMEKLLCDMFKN
Vif imaging: inhibitors of HIV Vif | HEK293T cells, Vif self-association by quenched fluorescence, imaging, 24 h | inhibition, % at 7.49 µM | hit rate 0.35% among 340,000 | AID 602346; in the data active = inhibition above about 50%, passing the limit was not always enough; also: some results filed as inactive read as strong as hits
Exocytosis inh: lytic granule exocytosis inhibition; AID 651702; hit rate 0.66% among 360,000; TALL-104 LAMP-1 surface exposure, flow cytometry; cells stimulated with thapsigargin and PMA; inhibition, % at 10 µM;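 active = inhibition above about 55%, limit read from the data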
Peg3 prom inh: inhibitors of Peg3 promoter. AID 588405. HeLa PEG-Prom luciferase reporter, luminescence, overnight. hit rate 1.7% among 360,000. inhibition, % at 20 µM;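 active = inhibition of at least 50% at 20 µM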
TRPM1 prom inh: reduces MITF-dependent TRPM1 promoter luciferase signal | hit rate 0.83% among 330,000 | AID 488899 | inhibition, % at 12.5 µM | SK-MEL-5 TRPM1 promoter luciferase, 24 h;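 active = mean inhibition across replicates of 60% or more, whatever share of single replicates reaches that level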; also: values of inactives mirror those of a sister screen read the other way
aDG glyco up: increases alpha dystroglycan glycosylation; Pro5-aDG cells, alpha-DG glycosylation AlphaScreen (IIH6); 0% Pro5, 100% B10-LARGE cell signal; activation, % at 10 µM; hit rate 0.22% among 360,000;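 active = activation of at least 8% versus controls, or a plate z-score of at least 8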;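 also: Pro5 are CHO cells carrying HIG-tagged alpha-DG that lacks glycosylation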
NR2E3 ag-2: NR2E3 (human) agonism. GST-NR2E3/biotin-RetCOR TR-FRET, 1536-well. Q9Y5X4. AID 2300. inhibition of corepressor binding, % at 4.78 µM. hit rate 0.12% among 320,000;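 active = percent inhibition above the cutoff of mean plus 3 SD of all tested compounds, set per screening campaign, cut at about 20% in these data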;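 also: 0% = DMSO wells and 100% = biotin wells as full block of FRET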
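Test system: GST-NR2E3 and biotin-RetCOR proteins | Quantity: 1.35 nM GST-tagged NR2E3 final | Medium: Tris pH 7.5 | Also added: 7 nM biotin-RetCOR | Dosing: Compound at 4.8 µM, single dose | Timing: 5 h at 4 °C | Detection: Time-resolved FRET | Read-out basis: Percent inhibition | Benchmarks: Biotin wells as high control, 0.6% DMSO wells as low control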
CaV13 FRET inh: Primary screen for inhibitors of IQ motif and Ca2+-dependent inactivation inhibitor domain binding in CACNA1D, Förster resonance energy transfer in living cells, …; AID 743397; hit rate 0.098% among 340,000; inhibition, % at 12.3 µM; HEK cells, CFP/YFP FRET ICDI-IQ, plate reader, 10 min; percent FRET-ratio fall versus neutral wells;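 active = mean replicate inhibition of at least 30% and at least 1% of replicates passing that level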;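 also: 0% = median of the neutral control wells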
HIF-2a inh: HIF-2a inhibition | 786-0 RCC cells HIF-2a reporter, luciferase luminescence, overnight | inhibition, % at 18.8 µM | hit rate 0.72% among 360,000;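 active = inhibition of the luminescence signal of 40% or more relative to plate controls, in a single-dose primary screen at 18.75 µM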
hiPSC survival: hiPSC single-cell survival enhancement | AID 602274 | survival enhancement, % at 20 µM | ATPlite luminescence; 100% = ROCK inhibitor wells, 0% = DMSO | hit rate 0.044% among 360,000; in the data active = survival enhancement above about 18%;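 also: cells exposed to compounds for 16 hours before the ATP read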
PDI inh: blocks human protein disulfide isomerase activity; P07237; PDI insulin aggregation turbidity, A650, 90 min; inhibition, % at 10 µM; hit rate 0.052% among 350,000; AID 588391;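 active = mean inhibition across replicates of 30% or more, whatever share of single replicates reach that level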;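 also: absorbance from insulin aggregation driven by PDI reduction with DTT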
Target sequence (P07237 whole entry, looked up): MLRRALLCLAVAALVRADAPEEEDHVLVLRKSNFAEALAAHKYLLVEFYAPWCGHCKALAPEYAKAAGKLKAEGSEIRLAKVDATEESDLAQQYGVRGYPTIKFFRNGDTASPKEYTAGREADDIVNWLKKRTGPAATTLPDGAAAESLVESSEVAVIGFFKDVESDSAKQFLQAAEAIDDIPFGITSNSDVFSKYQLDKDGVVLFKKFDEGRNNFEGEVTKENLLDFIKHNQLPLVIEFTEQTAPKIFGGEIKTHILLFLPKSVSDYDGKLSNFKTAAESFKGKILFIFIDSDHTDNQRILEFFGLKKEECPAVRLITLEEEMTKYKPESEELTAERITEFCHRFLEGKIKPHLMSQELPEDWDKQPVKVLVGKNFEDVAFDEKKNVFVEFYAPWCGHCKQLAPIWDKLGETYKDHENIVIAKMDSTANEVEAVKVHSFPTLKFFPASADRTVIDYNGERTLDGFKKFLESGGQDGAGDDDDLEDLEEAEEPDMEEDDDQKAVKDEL
Active calls of the source: *; i = inactive; / = no result given; + = active, no number.

SMILES	NR2E3 ag-1	Vif imaging	Exocytosis inh	Peg3 prom inh	TRPM1 prom inh	aDG glyco up	NR2E3 ag-2	CaV13 FRET inh	HIF-2a inh	hiPSC survival	PDI inh
CCN(C(=O)CSc1nc(-c2ccccc2)cn1N)c1c(N)n(Cc2ccccc2)c(=O)[nH]c1=O	0	1	-2	-10	0	-0.3	2	-5	-12	-0.6	-4
O=C1OCC2=C1C(c1ccc(F)cc1)c1cc3c(cc1N2)OCCO3 (configuration not stated)	-18	29	2	-1	54	-0.2	/	-4	32	-0.7	-3
O=C(NCCN1CCOCC1)c1cc(-c2ccco2)on1	-9	0	-4	-51	-7	-0.2	1	-9	-152	-0.4	0
COc1ccc(/C=N/NC(=O)c2ccccc2OCc2ccccc2)c(OC)c1	-7	-3	2	22	-1	-0.4	0	-4	-32	-0.3	5
C=CCOC(=O)CCC(=O)Nc1cccc2ccccc12	1	13	-3	11	-2	-0.2	1	-6	10	1.9	-4
CCOc1ccc(C2C(C(=O)OC)=CN(C(C)c3ccccc3)C=C2C(=O)OC)cc1 (configuration not stated)	-31	-24	0	20	-7	1.0	1	-3	19	-0.2	1
COc1ccc(S(=O)(=O)NCCOc2ccccc2)cc1-n1cnnn1	20	8	-1	8	-1	0.2	2	-12	6	3.1	4
CCOC(=O)[C@]12CCCC=C1N(Cc1ccc3c(c1)OCO3)C(=O)[C@H](CC(=O)N1CCCC1)C2	4	/	22	/	/	0.2	/	-2	6	-0.5	/
CC(C)=CC(=O)Nc1ccc(OCc2ccccc2)cc1	-28	15	-3	-211	-66	1.4	5	6	-189	-1.4	-1
Cn1c(N)c(C(=O)COC(=O)c2cccc(S(=O)(=O)N3CCCCC3)c2)c(=O)n(C)c1=O	8	0	21	11	11	-0.1	1	-5	27	1.4	10
Cn1cccc1C1C(C#N)=C(N)OC2=C1C(=O)CCC2 (configuration not stated)	12	2	-5	-1	/	-0.1	-3	-4	5	-0.7	-4
Brc1ccc(-c2nn3c(-c4ccco4)nnc3s2)o1	-18	-2	-3	-41	-12	0.0	-2	-3	-74	0.4	9
Cc1ccc(C)c(NC(=O)Cn2c([N+](=O)[O-])cnc2C)c1	-11	3	5	8	6	-0.2	5	-8	-2	0.1	20
O=C(c1cccnc1)N1C2CCC1CC(O)(c1ccc(F)cc1)C2 (configuration not stated)	-13	-3	-1	7	-6	0.2	2	/	13	-2.9	0
CC(OC(=O)CC1CCCCC1)C(=O)Nc1ccc(F)cc1 (configuration not stated)	-9	-3	-2	4	10	0.0	-6	-16	0	-0.3	-7
CCCCOC(=O)c1nc(Cl)c(Cl)c(N)c1Cl	1	7	12	13	-1	-0.2	0	-5	-6	0.7	4
Cc1cc(C(=O)NNS(=O)(=O)c2ccccc2C(F)(F)F)nn1C(C)(C)C	4	-8	-4	13	16	0.0	2	-5	23	0.0	-1
CCN(CC)c1ccc2cc(S(=O)(=O)c3ccc(Cl)cc3)c(=O)oc2c1	-10	i	-2	16	3	1.7	3	+	14	1.4	-4
CC1CCN(S(=O)(=O)c2ccc(C(=O)Nc3nnc(C4=COCCO4)o3)cc2)CC1	-4	-16	-2	19	9	-0.2	6	-6	15	-0.5	0
COc1ccccc1NC(=S)N(Cc1cccnc1)Cc1ccco1	-27	-4	0	7	2	0.1	2	-6	18	2.8	6
CCCNC(=O)C1(C)CCCN(C(=O)c2cccc(Cl)c2)C1 (configuration not stated)	-3	/	20	4	/	0.1	/	-5	12	6.7	3
COc1ccc(S(=O)(=O)N2CCCC2CNC(=O)C(=O)NCc2ccccn2)cc1 (configuration not stated)	1	/	-1	-1	-2	0.4	-1	-7	4	-0.1	-2
CC(CCc1ccccc1)NC(=O)c1ccccc1Cl (configuration not stated)	5	0	0	-13	1	-0.1	0	-20	6	0.3	3
COc1ccccc1-c1cc(=O)c2c(O)ccc([N+](=O)[O-])c2o1	5	-1	-7	17	17	0.6	4	-12	4	-1.5	8
COC(=O)[C@@]1(Cc2ccc(OC)cc2)[C@H]2c3cc(C(=O)N4CCCC4)n(CCn4cc([N+](=O)[O-])nc4C)c3C[C@H]2CN1C(=O)c1ccccc1	5	-3	-1	-3	/	0.1	3	-4	7	-2.5	-5
COc1cc(C(=O)Nc2scc(-c3ccc(C)cc3)c2C(=O)O)cc(OC)c1OC	44	-1	8	7	10	0.0	6	-7	29	-0.5	-1
Cc1ccc(N2C=Nc3ccc(C)c4nc(C)cc2c34)cc1	-26	-3	-1	-2	2	0.9	1	-4	2	-3.0	5
NC(=O)c1ccc[n+](CC(=O)c2ccc(F)cc2)c1	20	4	3	5	-22	0.1	2	-5	15	0.6	1
O=C1C2CCCN2C(c2ccccc2F)N1c1cccc(Cl)c1 (configuration not stated)	0	3	1	20	0	0.3	1	-4	-10	-1.2	/
Cc1nn(C)cc1CNC(=O)Nc1ccc(Br)cc1Cl	-12	2	2	-14	-11	0.2	2	-5	4	-2.4	-1

Full records as entered above:
Shown for `CCN(CC)c1ccc2cc(S(=O)(=O)c3ccc(Cl)cc3)c(=O)oc2c1` : NR2E3 ag-1 = -10; Vif imaging = i; Exocytosis inh = -2; Peg3 prom inh = 16; TRPM1 prom inh = 3; aDG glyco up = 1.7; NR2E3 ag-2 = 3; CaV13 FRET inh = +; HIF-2a inh = 14; hiPSC survival = 1.4; PDI inh = -4
Shown for `CCCCOC(=O)c1nc(Cl)c(Cl)c(N)c1Cl` : NR2E3 ag-1 = 1; Vif imaging = 7; Exocytosis inh = 12; Peg3 prom inh = 13; TRPM1 prom inh = -1; aDG glyco up = -0.2; NR2E3 ag-2 = 0; CaV13 FRET inh = -5; HIF-2a inh = -6; hiPSC survival = 0.7; PDI inh = 4

Further results:
SMILES	NR2E3 ag-1	Vif imaging	Exocytosis inh	Peg3 prom inh	TRPM1 prom inh	aDG glyco up	NR2E3 ag-2	CaV13 FRET inh	HIF-2a inh	hiPSC survival	PDI inh
Clc1nc(N2CCOCC2)ncc1Br	-39	-4	-2	9	2	0.1	-1	-16	13	-0.1	3
O=C(CCCn1c(=O)oc2ccccc21)Nc1ccccc1	-33	6	-1	-111	-54	0.2	/	-6	-106	-0.3	-6
CCOc1ccc(CNC(=O)C(C)n2ccc3cc(S(=O)(=O)N4CCCC4)ccc32)cc1 (configuration not stated)	6	-7	18	18	-2	-0.3	2	-3	3	0.1	-5
COc1ccc(CNC(=O)c2[nH]c(C(F)(F)F)nc2-c2ccccc2)cc1OC	13	0	-1	13	/	0.1	/	-4	14	-0.8	/
N/C(=N\c1nc2ccccc2o1)NC(=O)c1ccc([N+](=O)[O-])cc1	-17	4	-8	-7	-12	-0.2	-5	-5	-18	1.1	-5
COc1ccccc1-n1ccnc(SCC(=O)NC2CCCC2)c1=O	-26	-9	14	-19	8	0.0	2	-15	-5	-0.4	5
Cc1cc(C)n2nc(N)c(N=Nc3ccccc3)c2n1	-21	0	-8	-78	-34	-0.1	-3	-3	-112	0.3	8
O=C(CCN1C(=O)c2ccccc2C1=O)NCc1ccccc1	4	-4	2	1	9	0.0	0	-2	-3	-0.6	13
CCCCn1c(N)c(N(CCOC)C(=O)c2ccc(C)o2)c(=O)[nH]c1=O	4	9	8	12	-6	0.0	-3	-14	19	0.3	4
CCOc1ccc(Cl)cc1CSc1n[nH]c(C)n1	-4	10	6	-12	-12	0.8	-1	1	5	0.9	-2
Cc1ccc(C(C(=O)NCc2ccccc2)N(Cc2ccco2)C(=O)c2snc(C(N)=O)c2N)o1 (configuration not stated)	16	1	41	52*	5	-0.3	-1	-3	16	3.1	-1
CCOc1ccc(S(=O)(=O)Nc2ccc(C(=O)N3CCCC3)cc2)cc1	17	-6	3	7	-3	0.0	5	/	1	-0.2	3
CCN(CC)CCn1c(=N)n(CC(=O)c2ccc(C)cc2)c2ccccc21	-18	-29	56*	-21	1	3.8*	3	-3	-91	-0.2	3
O=C1CC(SCc2nc3ccccc3[nH]2)C(=O)N1c1ccc(F)cc1 (configuration not stated)	-21	/	7	1	3	0.0	-1	/	3	-1.7	0
Cc1onc(-c2ccccc2)c1C(=O)N/N=C/c1cccs1	-9	-15	-6	21	11	0.0	-4	6	4	-0.7	-2
COC(=O)[C@@]1(C)[C@H]2C(=O)N(Cc3ccccc3)C(=O)[C@H]2[C@H]2CN=C(SCc3ccccc3)N21	-27	-9	-4	16	-1	-0.1	/	-5	3	0.9	10
CC(C)CN1CCC(CN2CCNC(=O)C2=O)CC1	-17	/	-9	-1	-10	0.0	/	-2	-6	0.0	-5
O=C1NCCN1CCN1C(=O)c2ccccc2NC1c1ccccc1 (configuration not stated)	4	2	-4	5	5	-0.1	-1	-19	10	-0.6	6
NCCCNCCCCNCCCN	16	13	5	-10	/	-0.4	/	/	-13	-0.4	/
CC(C)n1nnnc1SCC(=O)NCc1cccs1	8	36	2	-7	6	0.0	1	-5	2	2.2	2
COc1ccc(NC(=O)c2cccc(C#N)c2)cc1NS(=O)(=O)c1ccc(F)cc1	4	7	-5	10	8	0.3	3	-4	16	11	10
Cc1ccc(S(=O)(=O)N2CCN(C(=O)CCCN3C(=O)NC4(CCCC4)C3=O)CC2)cc1C	10	-1	-6	13	-5	-0.2	2	-16	4	-0.3	-4
CCCC(=O)N1CCC1(C)C(=O)Nc1ccccc1C(C)(C)C (configuration not stated)	-23	-2	-4	-4	/	0.0	/	-6	8	0.0	-3
CCn1c(SCC(=O)NC2CC2)nnc1-c1ccc(C)cc1	-22	10	1	-2	-11	0.1	0	-6	0	-0.3	-1
O=C(/C=C/c1ccc2c(c1)OCO2)c1cccnc1	-28	-1	0	8	-2	0.3	-3	-19	25	-0.7	-3
O=C(NCCS(=O)(=O)N1CCN(c2ccccc2)CC1)c1cc(=O)c2ccccc2o1	16	-7	0	-1	/	-0.2	/	-10	4	-2.2	-4
CCN(CC)CCN(Cc1cc2cc3c(cc2[nH]c1=O)OCO3)C(=S)NCCCOC	-5	-2	-4	4	-6	-0.1	0	-2	17	1.4	7
c1ccc2c3c([nH]c2c1)-c1[nH]ncc1CC3	-36	/	2	-59	-24	-0.1	4	/	-114	-0.8	-4
CCOC(=O)C1CCN(C(=O)COc2ccc(Cl)cc2Cl)CC1	0	2	0	-11	-3	-0.1	-4	-7	22	-1.2	-7
C[C@H]1CN([C@@H](C)CO)C(=O)c2cc(C#Cc3ccccn3)cnc2O[C@@H]1CN(C)Cc1ccccc1	-25	2	0	-25	/	0.0	/	-6	14	0.5	2
O=C(Cn1nnc2c(cnn2-c2ccc(F)cc2)c1=O)Nc1ccccc1C(F)(F)F	-3	-9	1	15	-11	0.8	2	-5	19	-0.3	-9
CC1(C)c2[nH]c3ccccc3c2C[C@H]2C(=O)N(Cc3ccccc3)C(=O)N21	20	-15	-11	11	0	-0.1	2	-11	-28	4.2	-2
CC12CCC(C(=O)N(CSC(=S)N/N=C\c3ccccc3)C1=O)C2(C)C (configuration not stated)	4	/	-1	-3	1	-0.1	2	-5	-9	1.9	-4
Cc1oc(S(=O)(=O)N2CCCCC2)cc1NC(=O)Nc1ccc(Cl)cc1	-20	-38	2	12	9	0.3	3	-4	17	-0.4	-2
Cc1nccc2oc(=O)c(NC(=O)c3ccc(Cl)cc3)cc12	-76	-1	-1	-16	-21	-0.3	2	-9	-32	6.4	1

Assay outcomes: PubChem BioAssay, several laboratories
